15-hLO-2 inh – blocks human 15-lipoxygenase 2 activity; O15296; purified 15hLO-2, xylenol orange hydroperoxide absorbance; Potency, µM (top dose mostly 57.1 µM), for the others: at the highest dose activity change, negative = inhibition, hits mostly inhibitors; 110,000 tested, 0.56% active; also: potency is read from the fitted curve at half-maximal effect; nearly all actives have a fitted effect of over 60% in size; many of its hits are not listed in these tables
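Screening format was qHTS against 50 nM purified 15hLO-2 in Hepes pH 7.5 with detergent. Activity follows hydroperoxide formation from 45 uM arachidonic acid, measured as 573:405 nm absorbance ratio of the ferric-xylenol orange complex.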
12-hLO inh – blocks human 12-lipoxygenase activity. AID 1452. purified 12-hLO, xylenol orange hydroperoxide absorbance. 150,000 tested, 0.12% active. Potency, µM (highest dose often 57.1 µM), inactives show top-dose activity change, negative = inhibition, most hits filed as inhibitors. P18054; also: potency is read from the fitted curve at half-maximal effect; nearly all actives have a fitted effect of over 55% in size; many of its hits are not listed in these tables
Target sequence (P18054 whole entry, looked up): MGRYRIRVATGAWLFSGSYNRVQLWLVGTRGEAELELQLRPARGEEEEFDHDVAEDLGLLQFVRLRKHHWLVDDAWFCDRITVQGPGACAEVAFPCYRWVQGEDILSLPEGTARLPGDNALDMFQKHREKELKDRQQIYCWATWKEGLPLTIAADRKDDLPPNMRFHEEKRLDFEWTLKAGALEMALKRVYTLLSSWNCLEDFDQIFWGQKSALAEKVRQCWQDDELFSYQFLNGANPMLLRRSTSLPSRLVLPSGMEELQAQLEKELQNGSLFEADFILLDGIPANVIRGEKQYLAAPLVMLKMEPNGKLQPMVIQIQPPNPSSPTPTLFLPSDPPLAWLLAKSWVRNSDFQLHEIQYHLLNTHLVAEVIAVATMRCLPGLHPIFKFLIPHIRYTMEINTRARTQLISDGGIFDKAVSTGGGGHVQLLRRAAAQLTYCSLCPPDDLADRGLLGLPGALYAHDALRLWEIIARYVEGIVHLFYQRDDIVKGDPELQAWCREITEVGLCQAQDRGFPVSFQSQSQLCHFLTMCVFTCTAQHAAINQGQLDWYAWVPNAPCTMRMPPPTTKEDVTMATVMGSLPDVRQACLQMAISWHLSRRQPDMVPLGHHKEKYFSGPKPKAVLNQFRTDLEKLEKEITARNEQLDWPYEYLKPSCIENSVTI
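Xylenol orange chromogenic assay: hydroperoxide from 12hLO oxidises Fe(II), giving red-shifted Fe(III)-XO absorbance. Conditions: 150 nM enzyme, 40 uM arachidonic acid, 25 mM Hepes pH 7.0, 0.01% Triton X-100, 30 min, room temperature.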
PNC assembly inh – inhibitors of perinucleolar compartment assembly | PC3M PTB-GFP, PNC prevalence imaging, 16 h; active compounds read low | activity change (PNC), negative = inhibition, % at 10 µM | 140,000 tested, 3.1% active | AID 2417;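 active = readout at or below -70, meaning at least 70% loss of cells showing the perinucleolar compartment, a nuclear body marking cancer cells; inconclusive = readout between -30 and a set limit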;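 also: plate controls were DMSO wells for no effect and camptothecin positive control wells for full effect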
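Compounds are pinned in duplicate onto adhered PC3M cells stably expressing GFP-tagged PTB and incubated 16 h at 37 C. Cells are then fixed, nuclei stained with Hoechst, and PNC-positive cells counted.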
IMPase inh – cell-permeable inhibitors of inositol monophosphatase (IMPase). CHO-M1 cells, IP1 accumulation, HTRF TR-FRET ratio. 120,000 tested, under 10 active. inhibition (IP1 accumulation), % at 46.1 µM. P97697. AID 901; active = well fitted curve in the direction sought with a large enough effect in the signal ratio, not every such curve was filed as active; inconclusive = small, poorly fitted or top-dose-only effect, or a change in a side signal; inactive = no such curve, though single readings can be large or run the other way; the % refers to the signal ratio;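 also: cells stimulated with carbachol in lithium chloride buffer; plate controls were DMSO basal wells for no effect and reference inhibitor wells for full effect; higher means more IMPase inhibition seen as more IP1 and lower FRET ratio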
Target sequence (P97697 whole entry, looked up): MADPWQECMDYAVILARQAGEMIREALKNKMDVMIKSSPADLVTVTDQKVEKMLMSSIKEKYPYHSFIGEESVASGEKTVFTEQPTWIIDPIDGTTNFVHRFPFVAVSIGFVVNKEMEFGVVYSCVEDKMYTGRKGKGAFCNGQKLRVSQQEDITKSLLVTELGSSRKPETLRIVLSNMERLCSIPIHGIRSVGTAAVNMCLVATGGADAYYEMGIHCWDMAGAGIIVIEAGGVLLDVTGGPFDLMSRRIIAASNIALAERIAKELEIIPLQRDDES
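Measured: the HTRF emission ratio (665/620 nm) plus the 620 nm donor channel, each fitted to the Hill equation to give AC50. Cells were CHO-M1 given compounds up to 46 uM and a 30 min carbachol stimulation at 37C.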
The depositor's hits bear a star; ? = inconclusive; . = not tested or not shown; & = joins results of further samples; [ ] = remark or other dose. Unless noted, calls follow the shape of the dose curve; as a rule, active = well fitted curve in the direction sought with a large enough effect; inconclusive = small, poorly fitted or top-dose-only effect, or another doubt; inactive = no such curve, though single readings can be large; an effect the other way counts as inactive or inconclusive. Unless noted, % is scaled to controls: 0 for no effect and ±100 for the full control effect. An excerpt (hit frequency here may not be typical).

Fields – 15-hLO-2 inh, 12-hLO inh, PNC assembly inh, IMPase inh
1) CN1CCN(Cc2nc3ccccc3c(=O)[nH]2)CC1
    1%, 5%, -24, 0
2) N[C@H](Cn1ccc(=O)[nH]c1=O)C(=O)O
    3%, -6%, ., -1
3) Cc1cc(C)n(CCOC(=O)C2C(C=C(Cl)Cl)C2(C)C)n1 (configuration not stated)
    5%, -1%, ?, 1
4) CCC(=Nc1ccc(OC)cc1OC)c1c(O)[nH]c(=O)[nH]c1=O
    -4%, -6%, -96*, 3
5) Cc1cccc(C)c1NC(=O)c1cccn(Cc2ccc3c(c2)OC(F)(F)O3)c1=O
    -8%, -4%, ?, 5
6) C=CCn1c(O)c(C(CC)=NCCc2ccccc2)c(=O)[nH]c1=O
    3%, -6%, ?, 3
7) Cc1cccc(N2C(=O)NC(=O)/C(=C\c3cc(C)n(-c4sc5c(c4C#N)CCCC5)c3C)C2=O)c1C
    ., ?, 17, -3
8) Cc1nc2ccccc2n1C1CCN(Cc2nnnn2CCc2ccccc2)CC1
    13%, -4%, 35, 7
9) Nc1ccc(Cc2ccc(N)cc2)cc1
    -7%, 0%, ., .
10) CCN1CCN(c2nc3ccccc3s2)CC1
    2%, 10%, -15, 16
11) O=c1c2ccccc2nc(CN2CCOCC2)n1-c1ccccc1F
    -22%, 3%, ?, -3
12) CC(C)NS(=O)(=O)c1ccc(OCC(=O)N2CCN(Cc3ccccc3)CC2)c(Cl)c1
    -2%, 13%, 15, -1
13) Cc1ncc([N+](=O)[O-])n1CCN=[N+]=[N-]
    4%[11.4 µM], -1%[11.4 µM], ., .
14) Clc1ccc(C2=CCC[C@H]3CC[C@@H]2N3)cn1
    7%, 1%, ., 10
15) O=C(COc1ccc2ccccc2c1)N1CCN(Cc2ccncc2)CC1
    -8%, -21%, -26, 3
16) COC(=O)NC(=S)Nc1ccccc1NC(=S)NC(=O)OC
    -18%, -4%, ., .
17) O=C(C1c2ccccc2C(=O)N2CCc3ccccc3C12)N1CCC2(CC1)OCCO2 (configuration not stated)
    10%, -3%, -10, 7
18) O=C1C=C2C=CC3C[C@@]2(O1)C1CCCCN31 (some centres not stated)
    -1%, -2%, ., .
19) CSc1ccc(C(=O)C(C)(C)N2CCOCC2)cc1
    -6%, -2%, ?, -5
20) Clc1ccc(N2CCN(Cc3ccccc3Cl)CC2)cc1
    1%, -7%, 14, -5
21) Cc1cc(C=C2C(=O)N(C)C(=S)N(C)C2=O)c(C)n1C1CCCC1
    -20%, -7%, 58, 1
22) Cc1nn(Cc2ccccc2Cl)c(Cl)c1C(=O)OC(C(=O)NC(N)=O)C(C)C (configuration not stated)
    ., 0%, ?, .
23) Nc1ccc(CCN2CCN(c3cccc(C(F)(F)F)c3)CC2)cc1
    28%, -5%, ., 4
24) C/C=C(/C)C(=O)OC1CC[C@]2(C)C3CCC4[C@]5(O)CC(O)[C@]6(O)C(CN7CC(C)CCC7[C@]6(C)O)[C@]5(O)C[C@@]42O[C@]13O (some centres not stated)
    0%, -2%, ., .
25) COc1ccc(C)cc1NC(=O)c1c(C)nn(Cc2ccccc2)c1Cl
    ., -1%, 15, 9
26) O[C@H](CN1CC1)[C@@H](O)CN1CC1
    -3%[11.4 µM], -2%[11.4 µM], ., .
27) CCN1C[C@]2(C)CC[C@H](O)[C@@]34C5C[C@@H]6[C@@H](OC)C[C@@](O)(C5[C@H]6O)[C@@H](CC23)[C@@H]14 (some centres not stated)
    -12%, 0%, ., -2
28) O=S1OCC2C(CO1)C1(Cl)C(Cl)=C(Cl)C2(Cl)C1(Cl)Cl (configuration not stated)
    -2%, -1%, ., .
29) CCCn1nc2ccccc2c1P(=O)(N1CCOCC1)N1CCOCC1
    1%, -2%, -90*, 3
30) CN1CCN(c2ccc(N)cc2)CC1
    -4%, 1%, 25, 18

Reprinted at random: 4 records from the list.
Fields – 15-hLO-2 inh, 12-hLO inh, PNC assembly inh, IMPase inh
6) C=CCn1c(O)c(C(CC)=NCCc2ccccc2)c(=O)[nH]c1=O
    3%, -6%, ?, 3
11) O=c1c2ccccc2nc(CN2CCOCC2)n1-c1ccccc1F
    -22%, 3%, ?, -3
13) Cc1ncc([N+](=O)[O-])n1CCN=[N+]=[N-]
    4%[11.4 µM], -1%[11.4 µM], ., .
28) O=S1OCC2C(CO1)C1(Cl)C(Cl)=C(Cl)C2(Cl)C1(Cl)Cl (configuration not stated)
    -2%, -1%, ., .

Continued.
Fields – 15-hLO-2 inh, 12-hLO inh, PNC assembly inh, IMPase inh
31) CCCCCCn1c(O)c(C=NC2CCCCC2N)c(=O)[nH]c1=O (configuration not stated)
    7%, 0%, ?, 2
32) CCNC(=O)NC(=O)C(C)OC(=O)c1c(C)nn(Cc2ccccc2Cl)c1Cl (configuration not stated)
    ., 0%, -15, .
33) O=c1c2ccccc2nc(-c2ccccc2)n1-c1cccnc1
    -7%, -1%, -22, 4
34) Nc1ncnc2c1ncn2[C@@H]1O[C@@H](COP(=O)(O)CP(=O)(O)OP(=O)(O)O)[C@H](O)[C@@H]1O
    -13%, -3%, ., -12
35) CCC(=O)CC(c1ccccc1)c1c(O)c2ccccc2sc1=O (configuration not stated)
    ., -4%, -24, .
36) CCc1ccccc1N1C(=O)NC(=O)/C(=C\c2cc(C)n(C)c2C)C1=O
    ., 1%, -25, .
37) O=C1CC(C(=O)N2CCC3(CC2)OCCO3)CN1CCc1ccccc1 (configuration not stated)
    -20%, 1%, 142, 0
38) O=C(CN1CCCCC1)c1cccc(Br)c1
    ., -1%, -12, 5
39) CCC[C@@](C)(COC(N)=O)COC(=O)NC(C)C
    7%[25.6 µM], 1%[25.6 µM], ., -9[20.6 µM]
40) C[Se]C[C@@H](N)C(=O)O
    -6%, -4%, ., 1
41) Cc1cc(/C=C2\C(=O)NC(=O)N(c3ccc(Cl)cc3)C2=O)c(C)n1-c1sc2c(c1C#N)CCCC2
    ., -9%, 51, 10
42) CCc1cccc(C)c1N(C(=O)CCl)C(C)COC (configuration not stated)
    0%, 10%, ., .
43) CC1(C)NCCN2C(=O)CSC21 (configuration not stated)
    8%, 3%, ?, 3
44) CCCCn1c(O)c(C=NCCCN(CC)CC)c(=O)[nH]c1=O
    5%, -1%, -18, 9
45) Cc1cccc(N2C(=O)NC(=O)C3(Cc4cc(C)ccc4N(C)C3)C2=O)c1 (configuration not stated)
    -21%, -11%, 33, 5
46) O=C(C1CCN(CC2CCCCC2)CC1)N1CCCC1
    ., -6%, 13, ?
47) N=Cc1c(O)n(-c2cccc(Cl)c2)c(=O)[nH]c1=O
    0%, -3%, ?, -1
48) CN(C)C(=O)Oc1ccc(C(=O)c2ccccc2)cc1
    ., -6%, 20, ?
49) O=C(NC(=O)c1c(F)cccc1F)Nc1cc(Cl)c(OC(F)(F)C(F)C(F)(F)F)cc1Cl (configuration not stated)
    -2%, 2%, ., .
50) COc1ccc(NC(=O)CN2C3CCC2CC(O)(c2cccnc2)C3)cc1OC (configuration not stated)
    3%, 0%, 11, 5
51) Cc1cccc(N2C(=O)NC(=O)/C(=C\c3cnc(-c4ccccc4)nc3)C2=O)c1
    ., -11%, 58, 7
52) CCOP(=S)(NN(Cc1ccccc1)C(=O)c1ccccc1)OCC
    ., 13%, ?, .
53) CCn1c(=O)n(CC(=O)N2CCC3(CC2)OCCO3)c(=O)c2ccccc21
    -7%, -2%, -2, -17
54) Oc1cc2c(cc1CN1CCN(c3ccccc3)CC1)CCC2
    43%[activator], -8%, 28, 10
55) Oc1c(Cl)c(Cl)c(Cl)c(Cl)c1Cl (tested in a mixture with another compound)
    -6%&-8%&-5%&-3%[11.4 µM], -2%&-2%&2%&7%[11.4 µM], ., .
56) O=C(c1cc([N+](=O)[O-])ccc1N1CCNCC1)N1CCOCC1
    ., -4%, 5, -6
57) CP(=O)(O)C1=CCNCC1
    -11%, -3%, ., -7
58) CC(C)Cc1[nH]c(=O)c(C#N)c2c1CCC2
    15%, 5%, -14, 3
59) O=C(CC[N+](=O)[O-])OCC1OC(O)C(OC(=O)CC[N+](=O)[O-])[C@@H](OC(=O)CC[N+](=O)[O-])C1OC(=O)CC[N+](=O)[O-] (some centres not stated)
    -10%, 3%, ., .
60) O=c1[nH]c(=O)n(Cc2ccco2)c(O)c1C=NCc1cccs1
    -11%, -19%, 3, ?
61) CCCCn1c(C)c(C(=O)OCC)c2c(CN3CCOCC3)c(O)ccc21
    -9%, -1%, -19, 9
62) NC(N)=NOCCC(N)C(=O)O (configuration not stated)
    2%&-6%, 1%&-2%, ., 0
63) CCN1c2nc3ccccn3c(=O)c2CC2(C(=O)N(C)C(=O)N(C)C2=O)C1C (configuration not stated)
    ., 0%, 18, -3
64) COC(=O)C1=Nc2ccccc2/C1=C\c1c(O)n(-c2ccc(Br)cc2)c(=O)[nH]c1=O
    ., ?, -124*, .
65) CC12CN3CCN(C1)CC(C)(C3)C2=NO
    2%, -5%, ?, -5
66) COc1cc(/C=C2\C(=O)NC(=O)N(c3ccccc3)C2=O)cc(OC)c1OC
    2%, -3%, -29, 1
67) CN1CSC(=S)N(C)C1
    1%&-7%, -8%&-3%, 39, 2
68) Cc1ccc(S(=O)(=O)NC(Cc2cnc[nH]2)C(=O)O)cc1 (configuration not stated)
    ., -2%, 24, .
69) CC(=NCCCN1CCCCC1)c1c(O)n(Cc2ccccc2)c(=O)[nH]c1=O
    -6%, -1%, -20, 4
70) O=C(CCCn1c(=O)[nH]c2cc(Cl)ccc2c1=O)N1CCC2(CC1)OCCO2
    ., -1%, 44, .
71) Cc1cc(/C=C2\C(=O)NC(=O)N(Cc3ccccc3)C2=O)c(C)n1-c1ccc(Cl)c(C(=O)O)c1
    ., -19%, -2, .
72) O=C(c1cccs1)c1cn(Cc2ccccc2Cl)c2ccccc12
    1%, -4%, -5, 4
73) CC(C)n1c(=O)c(C=Nc2cccc([N+](=O)[O-])c2)c(O)n(CCc2ccccc2)c1=O
    ., -6%, 9, .
74) CCCCC/C(=N\O)c1c[nH]c2ccccc12
    -6%, 0%, 39, 4
75) Cc1cc(Cl)ccc1O
    -3%, -2%, ., .
76) CCCNC(=O)c1c(N)n(Cc2ccco2)c2nc3ccccc3nc12
    1%, -11%, -4, -4
77) CN(CCC(=O)O)C1=Nc2ccc(Cl)cc2C(c2ccccc2)=[N+]([O-])C1
    -6%[11.4 µM], 1%[11.4 µM], ., .
78) NC[C@H](O)c1cc(O)c(O)cc1F
    -6%, 2%, ., 2
79) CC(N)Cc1ccc(O)cc1 (configuration not stated)
    3%, -2%, ., .
80) CCCCCn1c(N)c(C(=O)NCc2cccs2)c2nc3ccccc3nc21
    10%, -18%, 42, -1
81) CSC1=NP(=S)(SC)N2CCCC2=C1C#N (configuration not stated)
    -13%, -2%, 8, -2
82) COc1cc2c(cc1OC)-c1c(OC)c(OC)c(OC)c3ccnc(c13)C2=O
    ., -1%, -101*, .
83) COc1ccc(S(=O)(=O)NC(CC(=O)N2CCC3(CC2)OCCO3)c2ccco2)cc1 (configuration not stated)
    -1%, 3%, ?, 5
84) O=[N+]([O-])c1ccc(N2CCCC2)c(F)c1Br
    ., 4%, -20, .
85) CC(Cl)(Cl)Cl
    1%, -4%, ., .
86) O=C(CNC(=O)OCc1ccccc1)NCC(=O)Nc1ccc(Br)cc1C(=O)c1ccccc1
    ., -2%, -10, .
87) CC(C)(C)OOC(C)(C)C
    -5%, 3%, ., .

Grouped by structure: the compounds so far with a CF3 group.
Fields – 15-hLO-2 inh, 12-hLO inh, PNC assembly inh, IMPase inh
23) Nc1ccc(CCN2CCN(c3cccc(C(F)(F)F)c3)CC2)cc1
    28%, -5%, ., 4
49) O=C(NC(=O)c1c(F)cccc1F)Nc1cc(Cl)c(OC(F)(F)C(F)C(F)(F)F)cc1Cl (configuration not stated)
    -2%, 2%, ., .
